PI4K2A block – inhibitors of human PI4K2A. activity change, negative = inhibition, % at 76.9 µM. purified PI4K2A, ADP-Glo luminescence, 1 h; active compounds read low. hit rate 0.13% among 420,000. AID 1346378; in the data active = activity change below about -50%; inconclusive = mostly about -30% to -49%;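 note: -100% = wells without enzyme as full effect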
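ADP-Glo luminescence measured ADP generated by PI4K2A enzyme (4 ug/mL before mixing) with 1.2 mM PI substrate (pre-mix) and 300 microM ATP (pre-mix). Tris pH7.5 buffer with MgCl2, Triton X-100; 1 h reaction at ambient temperature.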
BAZ2B inh – BAZ2B (human) inhibition; Potency, µM (highest dose often 114 µM), inactives show at the top dose activity change, negative = inhibition, hits mostly inhibitors; Q9UIF8; AlphaScreen BAZ2B-H3K14Ac peptide displacement; hit rate 4.4% among 360,000; note: potency is the fitted concentration of half-maximal effect; % is set by controls: 0 for no effect and ±100 for the full control effect; nearly all actives have a fitted effect of over 60% in size
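Complex of BAZ2B and biotin-H3K14Ac (50 nM apiece) forms over 30 min at RT, then faces library compounds up to 110 uM for another 30 min; AlphaScreen beads added, 20 min dark incubation, luminescence read.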
Pin1 inhibitor – blocks the human prolyl isomerase Pin1; Q13526; Pin1 FP peptide displacement, HiFluor488, 10 min; AID 504891; Potency, µM (titrated, usually from 115 µM), without a hit: at the highest dose activity, negative = inhibition, hits mostly inhibitors; hit rate 0.009% among 390,000; active = well fitted inhibition curve with a large enough effect in the polarisation, with a control signal flat, not every such curve was filed as active; inconclusive = small, poorly fitted or top-dose-only effect, or effect the other way, or a change in a side signal; inactive = no such curve, though single readings can be large or run the other way; the % refers to the polarisation; note: potency is the fitted concentration of half-maximal effect; % is set by controls: 0 for no effect and ±100 for the full control effect
Target sequence (Q13526 whole entry, looked up): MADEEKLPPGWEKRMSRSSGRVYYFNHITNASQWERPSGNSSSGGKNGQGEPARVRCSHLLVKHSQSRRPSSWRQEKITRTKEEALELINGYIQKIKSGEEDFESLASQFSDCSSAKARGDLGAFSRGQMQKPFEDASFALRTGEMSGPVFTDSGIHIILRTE
JMJD2A Tudor inh – JMJD2A Tudor domain (human) inhibition; Potency, µM (top dose mostly 114 µM), for the others: at the highest dose activity change, negative = inhibition, hits mostly inhibitors; hit rate 4.4% among 390,000; O75164; AlphaScreen JMJD2A-Tudor / H3K4me3 peptide binding; note: potency is the fitted concentration of half-maximal effect; % is set by controls: 0 for no effect and ±100 for the full control effect; nearly all actives have a fitted effect of over 50% in size
HP1b chromo inh – blocks HP1-beta chromodomain binding to methylated histone tails | P83916 | AlphaScreen HP1-beta / biotin-H3K9me3 peptide binding | Potency, µM (doses to about 114 µM), without a hit: top-dose activity change, negative = inhibition, actives largely listed as inhibitors | hit rate 0.56% among 390,000 | AID 540317; note: potency is the fitted concentration of half-maximal effect; nearly all actives have a fitted effect of over 70% in size; inactives centre near 23
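HP1-beta protein (50 nM final) preincubated 30 min at room temperature with biotinylated H3(1-18)K9me3 peptide (50 nM) in PBS pH 7.4, 0.01% Tween-20, then compound added for 30 min. AlphaScreen streptavidin donor/nickel chelate acceptor beads (10 ug/mL final), 30 min dark, luminescence read.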
G9a inh – G9a (human) methyltransferase inhibition | Q96KQ7 | G9a H3K9 monomethylation, AlphaScreen, 2 h | Potency, µM (doses to about 102 µM), for inactives: at the top dose activity, negative = inhibition, actives largely listed as inhibitors | hit rate 8.8% among 350,000 | AID 504332; note: potency is the fitted concentration of half-maximal effect; % is set by controls: 0 for no effect and ±100 for the full control effect; nearly all actives have a fitted effect of over 75% in size
Target sequence (Q96KQ7 913-1193 limits assumed): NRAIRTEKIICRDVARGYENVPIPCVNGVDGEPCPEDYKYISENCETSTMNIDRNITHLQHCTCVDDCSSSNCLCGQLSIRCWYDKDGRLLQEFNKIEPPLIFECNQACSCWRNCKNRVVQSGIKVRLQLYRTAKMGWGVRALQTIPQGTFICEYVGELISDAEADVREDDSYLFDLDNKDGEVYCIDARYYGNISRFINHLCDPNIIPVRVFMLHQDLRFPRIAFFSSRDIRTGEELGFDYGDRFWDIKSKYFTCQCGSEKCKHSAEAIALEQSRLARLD
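AlphaScreen detection with an anti-monomethyl H3K9 antibody quantified product after a 2 h room-temperature reaction containing 500 nM biotinylated H3K9 peptide, 20 µM SAM and 20 nM enzyme, which had been preincubated 15 min with compound.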
ERG-DNA inh – inhibitors of human ERG Ets domain-DNA interaction. fluorescence polarization, His-ERG Ets domain / labelled DNA. Potency, µM (titrated, usually from 76.9 µM), without a hit: at the highest dose FP activity, negative = inhibition, hits mostly inhibitors. hit rate 0.028% among 370,000. P11308. AID 624246; active = well fitted inhibition curve with a large enough effect in the polarisation, with a control signal flat; inconclusive = small, poorly fitted or top-dose-only effect, or effect the other way, or a change in a side signal; inactive = no such curve, though single readings can be large or run the other way; the % refers to the polarisation;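 note: polarization taken with two DNA probes labelled with fluorescein and Texas red; potency is the fitted concentration of half-maximal effect; % of control where 0% means no effect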
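His-tagged ERG Ets domain (1 uM in the protein solution; 300mM KCl, 50mM Tris-HCl, 1mM EDTA, 1mM DTT, pH 7.5) received compound, then a probe mix of 5 nM fluorescein-DNA and 100nM Texas-615-DNA. Fluorescence polarization was read for both dyes.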
PGK inhibitor – blocks T. brucei phosphoglycerate kinase | PGK/GAPDH coupled, Kinase-Glo luminescence, 60 min | Potency, µM (titrated, usually from 57.5 µM), without a hit: at the top dose activity change, negative = inhibition, hits mostly inhibitors | hit rate 0.043% among 380,000; note: potency is the fitted concentration of half-maximal effect; % is set by controls: 0 for no effect and ±100 for the full control effect; nearly all actives have a fitted effect of over 60% in size
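Recombinant glycosomal PGK reaction used 1,3-bisphosphoglycerate generated in-well by GAPDH (100nM final) in 100mM TEA pH 7.6, 5mM MgCl2, 0.01% Tween-20. After 60 minutes at room temperature, ATP was read by Kinase-Glo Plus luminescence end-point.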
GLS inhibitor – blocks human kidney-isoform glutaminase activity. O94925. GLS enzymatic activity, qHTS titration. Potency, µM (series often up to 45.5 µM), for inactives: at the highest dose activity change, negative = inhibition, usual class: inhibitors. hit rate 0.21% among 410,000; note: potency is the fitted concentration of half-maximal effect; % is set by controls: 0 for no effect and ±100 for the full control effect
Target sequence (O94925 whole entry, looked up, canonical isoform): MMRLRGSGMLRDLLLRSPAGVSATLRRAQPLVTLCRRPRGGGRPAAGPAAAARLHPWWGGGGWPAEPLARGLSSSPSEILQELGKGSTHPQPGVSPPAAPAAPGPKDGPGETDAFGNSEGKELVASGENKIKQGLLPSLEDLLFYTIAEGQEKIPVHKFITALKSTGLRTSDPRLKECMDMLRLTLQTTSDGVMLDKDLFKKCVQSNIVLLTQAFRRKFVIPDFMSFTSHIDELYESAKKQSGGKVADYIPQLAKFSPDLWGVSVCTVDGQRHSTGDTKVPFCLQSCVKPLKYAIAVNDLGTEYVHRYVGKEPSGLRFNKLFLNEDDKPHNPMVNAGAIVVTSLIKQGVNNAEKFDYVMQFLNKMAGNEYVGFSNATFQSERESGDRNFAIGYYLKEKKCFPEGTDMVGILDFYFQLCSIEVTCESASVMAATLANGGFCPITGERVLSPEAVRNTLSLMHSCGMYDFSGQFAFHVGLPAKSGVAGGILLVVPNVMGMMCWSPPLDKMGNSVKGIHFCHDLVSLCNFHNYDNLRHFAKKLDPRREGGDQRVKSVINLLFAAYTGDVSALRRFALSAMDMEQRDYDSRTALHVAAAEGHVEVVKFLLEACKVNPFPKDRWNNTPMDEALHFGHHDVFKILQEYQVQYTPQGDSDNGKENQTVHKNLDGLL
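Compounds were pin-transferred onto hKGA, after which L-glutamine (1 mM solution) and a detection mix of glutamate oxidase, HRP and Amplex Red were added. Initial and 30 min RT fluorescence reads were collected.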
* marks the source's active call; other numbers are inactive results; i = inactive; ? = inconclusive; · = no result given; [ ] = dose if it differs, or a comment. Unless noted, calls come from the whole dose curve; as a rule, active = well fitted curve in the direction sought with a large enough effect; inconclusive = small, poorly fitted or top-dose-only effect, or another doubt; inactive = no such curve, though single readings can be large; an effect the other way counts as inactive or inconclusive. Not a hit list, and some 11% of all compounds hit somewhere here.

SMILES | PI4K2A block | BAZ2B inh | Pin1 inhibitor | JMJD2A Tudor inh | HP1b chromo inh | G9a inh | ERG-DNA inh | PGK inhibitor | GLS inhibitor
O=C(COc1ccccc1[N+](=O)[O-])N(Cc1ccco1)c1ccccn1 | -2.2 | -24.0% | -5.3% | -8.3% | 46.3%[activator] | 0.2%[59 µM] | 5.0% | -0.6% | 1.4%
Cn1cc([N+](=O)[O-])c(C(=O)Nc2nc(-c3ccc(Cl)cc3)cs2)n1 | -1.3 | -11.1% | 0.4% | -33.7% | 12.5% | -15.8%[12.7 µM] | -1.0% | -3.7% | -1.6%
COc1ccc(CNC(=O)c2ccc(CS(=O)(=O)Cc3ccccc3F)o2)cc1 | -2.5 | -11.1% | -0.7% | -18.4% | 32.1% | 37.6%[59 µM] | 13.1% | i | 1.2%
CN(Cc1cnccn1)Cc1c(C(=O)N2CCc3ccccc3C2)nc2ccc(Cl)cn12 | 0.0 | -32.1% | 1.5% | -19.3% | 37.3% | -11.1%[12.7 µM] | -1.9% | · | -1.7%
CCOc1ccccc1NC(=O)C1CCCN(S(=O)(=O)c2ccccc2)C1 (stereo unspecified) | -4.1 | -11.3% | -7.6% | -1.8% | 16.6% | · | 4.6% | -1.7% | 5.8%
COc1ccc(C(=O)N2CCC(O)(c3ccc(F)cc3)CC2)cc1OC | 3.0 | 10.9% | -3.8% | 0.6% | 8.3% | 14.2%[12.7 µM] | 0.7% | -4.9% | 0.2%
O=C1CCCC2=C1C(c1ccc(Cl)cc1)C1C(=O)c3ccccc3C1=N2 (stereo unspecified) | 9.1 | ? | 6.8% | ? | -23.7% | ? | -22.3% | · | -8.7%
COCCCn1c(=S)[nH]c2ccc(N3CCOCC3)cc2c1=O | 2.8 | 8.6% | 6.0% | ? | 33.8% | ? | 0.3% | -0.5% | -2.2%
COc1ccc(C(=O)N/N=C/c2c[nH]c3ccccc23)cc1 | -0.2 | -19.9% | 1.0% | -6.9% | 58.7%[activator] | 30.5% | -8.3% | 1.5% | -6.7%
C=CCN1CCN(C(c2ccccc2)c2nnnn2CCC(C)C)CC1 (stereo unspecified) | -4.8 | ? | -0.2% | 3.16µM* | 50.8%[activator] | 50.1µM* | -7.3% | -2.5% | ?
NS(=O)(=O)c1ccc(NC(=O)COC(=O)C23CC4CC(CC(C4)C2)C3)cc1 | -4.2 | 5.5% | 1.6% | -15.3% | 42.9%[activator] | -13.3%[59 µM] | · | -2.3% | 0.1%
Cc1ccc(Sc2c(C)nn(C(=O)COc3ccccc3Br)c2C)cc1 | 5.5 | 21.0% | -1.6% | 23.2% | 45.7%[activator] | -5.0%[59 µM] | 1.5% | -3.7% | -6.1%
COc1ccccc1OCC(=O)OCC(=O)Nc1sccc1C(N)=O | 6.9 | -35.0% | -3.4% | -35.1% | -4.9% | -3.0%[59 µM] | -6.5% | -3.7% | 1.7%
CSc1ccc(CCNC(=O)CCn2c(=O)c3cccn3c3cccnc32)cc1 | 9.3 | -0.9% | 1.1% | -9.2% | 9.5% | -0.7%[59 µM] | -4.2% | i | -5.9%
Cc1cc(C)cc(NC(=O)Cn2nnc(-c3ccccc3F)n2)c1 | 0.8 | -2.6% | 6.5% | -10.4% | 59.7%[activator] | 3.4%[59 µM] | 0.7% | -6.8% | 4.6%
NC(=O)CC(NC(=O)OCc1ccccc1)C(=O)O (stereo unspecified) | -4.0 | -3.5% | 4.3% | -17.2% | 18.7% | -1.3%[2.33 µM] | -1.1% | -11.6% | 2.9%
CNC(=O)CSc1nnnn1-c1ccc(C)cc1C | -9.4 | -4.9% | -4.0% | -16.5% | 23.7% | -6.0% | -2.3% | 4.9% | -1.2%
CC12CCC(C(=O)NCc3ccc4c(c3)OCO4)(OC1=O)C2(C)C (stereo unspecified) | 7.0 | 5.6% | 4.3% | 0.4% | 11.3% | 9.1%[59 µM] | -0.6% | 0.1% | 5.5%
COc1cc(-c2cc(C(=O)Nc3nc4ccccc4s3)c3ccccc3n2)cc(OC)c1OC | -4.1 | 5.5% | 41.1%[activator] | -21.1% | 34.9% | 18.4%[59 µM] | -6.4% | -2.4% | 1.8%
COC(=O)c1cc2oc(C)cc2n1CC(=O)Nc1ccc(C(C)C)cc1 | 1.6 | -13.8% | 8.4% | -28.4% | 7.6% | -43.8%[59 µM] | -1.6% | -10.5% | -12.0%
CCCn1c(/C=C/c2ccco2)nc2ccccc21 | -14.0 | 9.4% | 14.2% | -23.9% | 14.8% | 8.91µM* | 12.5% | -0.1% | -0.7%
O=C(COc1ccc(F)cc1)NNC(=O)c1cc2ccccc2oc1=O | -0.4 | -3.3% | -13.2% | -23.0% | 25.9% | -1.4%[59 µM] | 7.1% | -0.8% | -21.2%
CN(CC(=O)Nc1cccc(F)c1)C(=O)CSc1ccccc1F | -3.7 | -31.4% | 2.3% | -23.8% | 2.2% | ? | 7.0% | -13.3% | -1.1%
C=CCOc1c(Br)cc(CNc2nccs2)cc1OC | -5.0 | ? | 5.3% | ? | 0.8% | 11.2µM* | -3.6% | -7.9% | -7.6%
Cc1cccc(NC(=O)C2CCCN(S(=O)(=O)c3ccc4c(c3)oc(=O)n4C)C2)c1C (stereo unspecified) | 1.7 | -3.3% | 0.8% | -19.2% | 23.2% | 2.0%[59 µM] | 5.4% | -3.8% | 1.8%
Cc1cccc(Oc2ccc(S(=O)(=O)N3CCCCC3)cc2NC(=O)C2=COCCO2)c1 | -1.2 | 2.3% | 27.5% | -24.2% | 7.9% | 14.9%[12.7 µM] | -0.6% | -3.3% | 2.0%
COCCCNC(=O)CCCN1C(=O)CCn2nc(-c3cn(C)c4ccccc34)cc21 | -1.2 | 0.6% | -0.7% | -0.3% | 26.6%[57 µM] | 19.2%[59 µM] | -1.7% | 0.3% | 4.7%
COc1ccccc1NC(=O)CSc1nc(=O)n(Cc2ccncc2)c2c1CCCC2 | -1.7 | 7.1% | -0.7% | -6.9% | 37.4% | 9.8%[59 µM] | -2.6% | 5.6% | 4.9%
O=S(=O)(c1ccc(F)cc1)N1CCc2ccccc2C1 | -1.5 | ? | 0.6% | 0.7% | 31.0% | 14.4% | -1.2% | -6.4% | 1.9%
COc1ccc(NC(=O)Nc2ccc(OCc3ccccc3)cc2)cn1 | -2.7 | -4.9% | ? | -17.4% | 28.1% | ? | -21.8% | -1.0% | -5.4%
CC1(c2nnc(-c3ccc(F)cc3)o2)CC(c2c(Cl)cccc2Cl)=NO1 (stereo unspecified) | -0.8 | 7.4% | 4.2% | -0.7% | 30.2% | -12.5%[12.7 µM] | 5.3% | -2.4% | 4.0%
CC(C)(C)OC(=O)N1CCC(NC(=O)c2nc[nH]c2C(=O)N2CCN(c3ccccc3)CC2)CC1 | -4.3 | · | 0.2% | -15.1% | 39.1%[activator] | · | -24.0% | i | 25.5%
CC(CN1CCCCC1)OC(=O)c1ccc2c(c1)OCO2 (stereo unspecified) | 1.4 | 7.9% | 0.4% | -7.5% | 32.6%[activator] | -5.2%[12.7 µM] | -1.0% | 5.7% | 18.7%
CCNc1nc(NC(C)C)nc(NS(=O)(=O)c2ccc(C)cc2)n1 | -3.7 | -30.5% | 0.4% | 4.4% | 54.4%[activator] | 13.9%[59 µM] | -2.5% | -8.2% | 0.9%
Cc1cc(C)c2c(=O)[nH]c(SCC(=O)N3CCOCC3)nc2n1 | -5.6 | -16.0% | 10.1% | -3.3% | -10.9% | 7.4% | 2.8%[15.4 µM] | 0.7% | 2.4%
Cc1cccc(NS(=O)(=O)c2cccc(C(=O)N3CCCCCCC3)c2)c1 | -0.8 | 1.8% | -2.2% | -14.4% | 36.4% | -12.4%[12.7 µM] | -7.2% | i | -4.9%
O=C(NCCCNC(=O)c1cc(Cl)ccc1Cl)c1cnccn1 | 1.9 | 2.0% | 0.2% | -6.8% | 38.6%[activator] | 23.2% | -11.3% | -7.1% | -12.6%
CC(C)(C)OC(=O)N1CCC(c2c(C(=O)O)cnn2-c2ccccc2Cl)CC1 | 12.4 | -4.2% | -7.6% | -20.8% | 3.4% | 5.9%[59 µM] | 5.9% | -7.6% | -3.2%
CC(C)n1c(=N)c(C(=O)NCc2ccccc2)cc2c(=O)n3ccccc3nc21 | 0.8 | -0.4% | -1.9% | -12.8% | 50.7%[activator] | 2.1%[59 µM] | -0.3% | i | -2.1%
O=C(COc1cccc2ccccc12)N1CCN(c2ccccc2)CC1 | 9.0 | -2.7% | 0.6% | ? | 2.9% | ? | 8.3% | -9.4% | 9.1%
CCn1cc(S(=O)(=O)c2ccccc2)c(=O)c2cc(F)c(N3CCCC3)cc21 | 0.0 | 1.4% | 2.7% | -0.3% | 18.4% | 10.7%[59 µM] | -1.5% | -1.7% | -1.3%
COc1ccc(Cl)cc1S(=O)(=O)NC(C)C(=O)NCc1ccc2c(c1)OCO2 (stereo unspecified) | 0.5 | 2.7% | 0.1% | 50.1µM* | 7.8% | 13.3% | -5.3% | 5.3% | -18.3%
COc1ccc(-c2c(C)nn3c(C(F)(F)F)cc(-c4ccc(C)cc4)nc23)cc1 | -3.9 | -29.5% | -6.2% | -30.2% | -2.7% | ? | -0.9% | · | 11.8%
CCC(=O)Nc1nnc(SCC(=O)NCC2CCCO2)s1 (stereo unspecified) | -6.6 | · | -7.4% | -12.5% | 7.4% | · | -21.4% | -2.8% | 17.0%

High-throughput results from PubChem BioAssay.
